Assay outcomes from PubChem.
GoLoco inh red: qHTS Assay for Inhibitors of RGS12 GoLoco Motif Activity (Red Fluorophore) | Guanine nucleotide-binding protein G(i) subunit alpha-1 (Homo sapiens), P63096 | AID 880, 2007 | Potency, µM (series often up to 61.6 µM), without a hit: at the top dose activity, negative = inhibition, usual class: inhibitors | Gai1:RGS12 GoLoco peptide FP, rhodamine, 10 min | 230,000 compounds, 0.44% hits; active means well fitted inhibition curve with a large enough effect, not every such curve was filed as active; inactive means no such curve, though single readings can be large or run the other way; further: nearly all actives have a fitted effect of over 30% in size; many of its hits are not listed in these tables
GAA inh: qHTS Assay for Inhibitors of Human alpha-Glucosidase as a Potential Chaperone Treatment of Pompe Disease; Lysosomal alpha-glucosidase (Homo sapiens), P10253; purified human GAA, 4-MU-alpha-glucoside fluorescence; Potency, µM (doses to about 76.9 µM), without a hit: top-dose activity change, negative = inhibition, most hits filed as inhibitors; 200,000 compounds, 0.005% hits;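 further: plate controls were uninhibited enzyme wells for no effect and no-enzyme background for full effect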
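AC50 values come from Hill fits of compound titrations (up to 77 uM) against 4 nM human enzyme. Substrate 4-methylumbelliferyl-alpha-D-pyranoside at 400 uM, pH 5.0 citrate buffer, 20 min room temperature; fluorescence Ex 365/Em 440 after alkaline stop.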
TexasRed fluor: Total Fluorescence Counterscreen for Inhibitors of the Interaction of Thyroid Hormone Receptor and Steroid Receptor Coregulator 2; 280,000 compounds, 0.29% hits; Potency, µM (series often up to 106 µM), without a hit: at the highest dose fluorescence change, negative = quenching; TRb/SRC2 Texas Red total fluorescence interference; active means well fitted curve in either direction with a large enough effect; inconclusive means small, poorly fitted or top-dose-only effect
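Flags fluorescent or light-absorbing compounds by total fluorescence, S + 2P, at 555 nm excitation and 632 nm emission. Mixture: 20 nM Texas Red SRC2 peptide, 0.6 uM human TRb LBD, 1 uM T3, 5% DMSO; compound exposure 5 h at ambient temperature.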
RECQ1 helicase: qHTS Assay for Inhibitors of RecQ-Like Dna Helicase 1 (RECQ1). RECQ1 DNA unwinding, red fluorescence kinetic read. Potency, µM (series often up to 57.3 µM), inactives show at the top dose activity, negative = inhibition, usual class: inhibitors. 240,000 compounds, 0.54% hits. AID 2549, 2010;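 further: plate controls were vehicle for no effect and no enzyme for full effect; nearly all actives have a fitted effect of over 30% in size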
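50 nM RECQ1T1 preincubated 15 min with compound in Tris pH 8.0 buffer with MgCl2, DTT, Tween-20 and 2.5 ug/ml poly(dI-dC); started with 200 nM TAMRA/BHQ-2 forked duplex and 2 mM ATP. Unwinding read as fluorescence (525/598 nm), two reads 2 h apart.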
aGlu spleen mod: qHTS Assay for Inhibitors and Activators of Human alpha-Glucosidase From Spleen Homogenate; Lysosomal alpha-glucosidase (Homo sapiens), P10253; human spleen homogenate, 4-MU-alpha-glucoside fluorescence; Potency, µM (series often up to 79.9 µM), for inactives: at the top dose activity change, negative = inhibition, usual class: inhibitors; 240,000 compounds, 0.006% hits; AID 2112, 2009;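 further: 0% = enzyme with vehicle and -100% = no enzyme basal signal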
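Enzyme source: human spleen homogenate, 1 ug/well. Buffer 50 mM citric acid/K phosphate pH 5.0, 0.01% Tween-20. 4-MU-alpha-glucoside 1 mM; 37 C x 40 min; NaOH/glycine stop; fluorescence.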
GAA glycogen: qHTS Assay for Inhibitors and Activators of Human alpha-Glucosidase Cleavage of Glycogen | Potency, µM (highest dose often 76.4 µM), for inactives: at the top dose activity change, negative = inhibition, most hits filed as inhibitors | recombinant GAA, glycogen substrate, Amplex Red glucose oxidase fluorescence | AID 2100, 2009 | 300,000 compounds, 0.38% hits;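 further: 0% = full enzyme reaction and -100% = no-enzyme basal signal; the screen sought inhibitors and activators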
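qHTS, 1536-well; enzyme 4 nM final; cpd up to 77 uM; substrate bovine liver glycogen 30 ug; 50 mM citrate/phosphate pH 5.0, 0.01% Tween-20; 37 C, 40 min; Amplex Red detection 45 min RT; Hill fit → AC50.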
L3MBTL1 block: qHTS Assay for the Inhibitors of L3MBTL1 | AID 485360, 2010 | AlphaScreen L3MBTL1–H3K9me1 peptide binding | 230,000 compounds, 0.66% hits | Potency, µM (series often up to 57.1 µM), inactives show at the top dose activity, negative = inhibition, most hits filed as inhibitors | Lethal(3)malignant brain tumor-like protein 1 (Homo sapiens), Q9Y468; further: nearly all actives have a fitted effect of over 60% in size
Target sequence (Q9Y468 whole entry, looked up): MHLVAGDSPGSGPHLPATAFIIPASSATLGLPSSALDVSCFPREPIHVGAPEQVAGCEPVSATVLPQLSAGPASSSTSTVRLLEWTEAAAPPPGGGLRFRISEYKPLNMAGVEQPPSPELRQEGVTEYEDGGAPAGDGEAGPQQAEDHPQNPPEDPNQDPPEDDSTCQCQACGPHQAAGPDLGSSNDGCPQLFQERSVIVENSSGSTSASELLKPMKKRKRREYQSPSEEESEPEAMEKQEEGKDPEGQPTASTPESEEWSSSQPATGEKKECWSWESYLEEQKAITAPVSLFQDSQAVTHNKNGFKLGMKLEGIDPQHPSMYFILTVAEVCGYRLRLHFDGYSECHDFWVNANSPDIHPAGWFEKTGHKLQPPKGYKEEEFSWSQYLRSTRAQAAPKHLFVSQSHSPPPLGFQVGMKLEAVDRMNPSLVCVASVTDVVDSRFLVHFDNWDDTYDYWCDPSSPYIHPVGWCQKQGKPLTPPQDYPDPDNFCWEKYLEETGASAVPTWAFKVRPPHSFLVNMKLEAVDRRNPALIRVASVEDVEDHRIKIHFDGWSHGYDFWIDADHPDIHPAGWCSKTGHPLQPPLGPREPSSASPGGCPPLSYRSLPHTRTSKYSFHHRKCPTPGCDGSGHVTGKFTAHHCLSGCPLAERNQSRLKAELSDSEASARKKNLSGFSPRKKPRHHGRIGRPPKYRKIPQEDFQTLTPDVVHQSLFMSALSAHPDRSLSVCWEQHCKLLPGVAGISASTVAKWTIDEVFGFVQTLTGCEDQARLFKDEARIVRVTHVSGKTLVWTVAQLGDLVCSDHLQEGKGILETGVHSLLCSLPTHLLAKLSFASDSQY
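Displacement of a biotinylated histone H3(1-15) peptide monomethylated at Lys9 (75 nM) from L3MBTL1 (50 nM) was measured by AlphaScreen after a 30 min room-temperature compound incubation; cefsulodin titration served as intraplate control.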
TRb SRC2 PPI: qHTS for Inhibitors of the Interaction of Thyroid Hormone Receptor and Steroid Receptor Coregulator 2 | TRbeta-SRC2 peptide binding, fluorescence polarization; receptor liganded with 1 µM T3 | Potency, µM (top dose mostly 106 µM), without a hit: at the top dose activity change, negative = inhibition, hits mostly inhibitors | 280,000 compounds, 0.065% hits;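 further: plate controls were bound peptide for no effect and peptide without receptor for full effect; nearly all actives have a fitted effect of over 50% in size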
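Quantitative HTS by FP: 0.6 uM TRb LBD, 20 nM labeled SRC2 20-mer, 1 uM T3, 5% DMSO; 5 hr ambient incubation; % activity per concentration and potencies from concentration series.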
The depositor's hits bear a star; i = inactive; ? = inconclusive; . = no result given; & = joins results of further samples; [ ] = dose if it differs, or a comment. Unless noted, the call rests on the fitted dose curve; in most records, active means well fitted curve in the direction sought with a large enough effect; inconclusive means small, poorly fitted or top-dose-only effect, or another doubt; inactive means no such curve, though single readings can be large; an effect the other way counts as inactive or inconclusive. Unless noted, on the % scale 0 is the no-effect control and ±100 the full control effect; potency means the concentration at half of the fitted maximal effect. Some of the compounds tested, so the mix of outcomes need not match the whole.

SMILES	GoLoco inh red	GAA inh	TexasRed fluor	RECQ1 helicase	aGlu spleen mod	GAA glycogen	L3MBTL1 block	TRb SRC2 PPI
Cc1ccccc1-n1c(C)cc(/C=N/Nc2ccc([N+](=O)[O-])cn2)c1C	3.2µM*	-7%	-2%	6%	-4%	-1%	.	-10%
COc1cccc(OCCCOc2ccccc2C(C)C)c1	2%	-2%	1%	?	0%	2%	48%[activator]	1%
CC(C)NC(=O)CSc1nnc(-c2ccc(C(C)(C)C)cc2)n1C	-3%	3%	2%	-6%	5%	3%	4%	5%
Cc1ccc2[nH]c(C(=O)NN=C3CCCCC3)c(-c3ccccc3)c2c1	5%	9%	1%	0%	-6%	?	-3%	-9%
Cc1ccc(OC(=O)c2sc(Cl)nc2C)cc1C	2%	0%	-5%	i	0%	2%	34%[activator]	-8%
COc1ccccc1C(=O)Oc1ccc(C(C)C)cc1	12%	-8%	-1%	-3%	8%	-5%	.	2%
Cn1cccc1C(C#N)(CC#N)c1cccc(F)c1C#N (centres undefined)	8%	-3%	-4%	i	.	-2%	25%	-1%
CCOC(=O)C1=C(Nc2cccc(Cl)c2)OCC1=O	-2%	1%	-5%	i	-3%	2%	-7%	-4%
CCCc1[nH]nc2c1C(Cc1ccccc1)C(C#N)=C(N)O2 (centres undefined)	0%	1%	-3%	0%	-11%	-5%	1%	0%
CC(=O)c1c(C)[nH]c(C(=O)OCC(=O)NCCc2ccc(F)cc2)c1C	5%	0%	-3%	-9%	-7%	-3%	-1%	-6%
CCNC(=S)Nc1ccc(Cl)c([N+](=O)[O-])c1	11%	1%	-2%	i	0%	-3%	2%	-6%
O=C(N/N=C\c1ccc(Sc2ccccn2)o1)c1cccc(F)c1	-4%	0%	0%	-2%	2%	-3%	0%	-4%
CCOc1ncccc1C(=O)Nc1ccc(F)cc1	-8%	-1%	-1%	-2%	3%	-8%	5%[11.4 µM]	0%
CC1(C)CC(=O)C2=C(C1)OC(N)=C(C#N)C2CCc1ccccc1 (centres undefined)	-7%	-2%	0%	-2%	-1%	-3%	4%	0%
COc1ccc(CCNC(=O)NC2CCCCC2)cc1OC	0%	-6%	-4%	5%	5%	9%	-6%	-6%
COc1ccc(CC2(CO)CCN(Cc3cnn(-c4ccccc4OC)c3)CC2)cc1	3%	1%	-1%	-2%	-2%	1%	-2%	-4%
C=CCOc1nc(N2CCCC2)nc(N2CCCC2)n1	3%	-2%	-6%	-5%	2%	-2%	1%[11.4 µM]	-1%
O=C(Cc1ccccc1)N1CCN(S(=O)(=O)c2ccc([N+](=O)[O-])cc2)CC1	-2%	-1%	0%	i	-1%	-15%	1%	3%
CN1/C(=C\C(=O)c2oc3ccccc3c2N)C(C)(C)c2ccccc21	8%	-11%	-4%	i	0%	-5%	.	-5%
COc1cccc(C(=O)CSc2nnc(-c3cccs3)o2)c1	13%	1%	1%	i	-1%	2%	8%	2%
O=C(c1ccco1)N1N=C(c2ccc3nccnc3c2)CC1c1ccccc1 (centres undefined)	20%	?	-3%	-4%	-2%	-9%	1%[11.4 µM]	-1%
Oc1ccc(N2CCN(C(=S)NCc3ccccc3)CC2)cc1	-2%	2%	3%	-1%	6%	3.2µM*	-9%	-7%
CCOC(=O)c1sc(NC(=O)CSc2nc3c(cc2C#N)CCCCC3)c(C#N)c1C	-3%	-6%	-4%	?	-2%	9%	19%	-10%
CCOc1ccc(OCC)c(NS(=O)(=O)c2cccc3nsnc23)c1	3%	?	0%	i	0%	-5%	.	-12%
Cc1ccccc1NC(=O)c1ccc(CN(c2ccccc2)S(=O)(=O)c2ccccc2)cc1	-6%	-4%	-3%	-13%	-4%	-4%	-1%	5%
(further entries)
SMILES	GoLoco inh red	GAA inh	TexasRed fluor	RECQ1 helicase	aGlu spleen mod	GAA glycogen	L3MBTL1 block	TRb SRC2 PPI
O=C(CC1Nc2ccccc2NC1=O)Nc1ccccc1 (centres undefined)	7%	9%	-1%	1%	3%	-3%	-11%	-10%
CCCCC(CC(O)COCC(C)C)C(=O)NN (centres undefined)	-4%	9%	-2%	i	10%	6%	?	-5%
Cc1[nH][nH]c(=O)c1C(c1c(C)[nH][nH]c1=O)c1cn(Cc2cccc3ccccc23)c2ccccc12	11%	-10%	-2%	10%	2%	?	?	?
Cc1cccc(-n2c(-c3csc4ccccc34)n[nH]c2=S)c1	3%	-10%	1%	-4%	4%	6%	-2%	4%
O=C(O)c1ccc2c(c1)C(=O)N([C@H](Cc1ccccc1)C(=O)O)C2=O	.	.	-3%	i	-2%	.	49%[activator]	0%
CCOc1ccc(N(CC(=O)NN=C2CCN(C)CC2)S(C)(=O)=O)cc1	1%	-1%	-1%	-1%	-6%	9%	6%	6%
O=C1NC(NS(=O)(=O)c2ccccc2)(C(F)(F)F)C(=O)N1c1ccc(F)cc1 (centres undefined)	1%	-2%	-1%&1%	0%	-7%	-5%[76.3 µM]	5%	1%&-4%
C/C(CCN1CCCc2nc(C)c(C)cc21)=N\O[C@@H](C)CN1CCCCc2nc(C)c(C)cc21	.	.	-4%[11.2 µM]	i[11.5 µM]	-3%[17.4 µM]	.	.	-1%[11.2 µM]
CCn1c2ccccc2c2cc(C3C(C#N)=C(N)OC4=C3C(=O)CC(C)(C)C4)ccc21 (centres undefined)	4%	-12%	-1%	7%	-6%	2%	3%	-24%
CCCCOc1ccc(/C=N/NC(=O)c2csc(C)c2C)cc1	0%	-1%	1%	15%	-4%	-4%	.	3%
COC(=O)c1sccc1NC(=O)c1cc(-c2cccc(C)c2)nc2ccccc12	5%	1%	0%	12%	-3%	-6%	5%	0%
Cc1ccc(-n2c(CNC(=O)c3cccs3)nnc2SCC(=O)NO)cc1	6%	4%	-1%	-2%	.	-3%	4%	-6%
COc1ccc(NC(=O)C(Cl)=C(Cl)Cl)cn1	5%	-2%	0%	-14%	-1%	-2%	20%	0%
CC(=O)N(Cc1ccccc1)c1nc(-c2ccccc2)cs1	-11%	-9%	-7%	i	-4%	-7%	36%[activator]	6%
COc1cccc(C(=O)C[n+]2ccccc2/C=N/O)c1	13%	-8%	-1%	0%	5%	2%	-1%	-4%
COc1cc(/C=C2/C(=N)N3OC(C)=CC3=NC2=O)ccc1OC(=O)c1ccco1	-3%	?	0%	-2%	-6%	-10%	25%	3%
Cc1ccc(C)c(CSc2nnc([C@@H](N)C(C)C)o2)c1	1%	-1%	-4%	i	1%	0%	4%	0%
CCC(=O)c1ccc(OCCn2cncn2)cc1	0%	3%	2%	-11%	-2%	-2%	-5%[11.4 µM]	9%
COC(=O)c1c(NC(=O)c2ccc(Br)o2)sc(C)c1C	4%	3%	-2%	-4%	-6%	-1%	-5%	-7%
COc1ccc(CNCCNC(=O)c2ccco2)c(OC)c1OC	2%	3%	-1%	i	-3%	-2%	.	-7%
CC(C)CC(=O)Nc1ccc2oc(-c3cccnc3)nc2c1	1%	0%	4%	4%	4%	-2%	10%	-3%
C[C@@H]1CC=C[C@H]2[C@H]1C(=O)N(Cc1ccccc1)[C@H]2c1ccc(-c2ccc(F)cc2)cc1F	-8%	.	0%	i	1%	-8%	.	-4%
Cc1c(NC(=O)c2ccccc2NS(=O)(=O)c2ccc(F)cc2)c(=O)n(-c2ccccc2)n1C	-1%	3%	2%	-2%	0%	2%	4%	-3%
O=C(Nc1ccc(CN2CCS(=O)(=O)CC2)cc1)c1ccc(Cl)cc1	2%	.	-3%	-3%	0%	1%	.	0%
CCOC(=O)c1c(NC(C)=O)sc2c(O)c(Br)cc(Br)c12	-33%	-10%	-3%	3%	5%	4%	-11%	2%
CCOc1ccc(/C(O)=C2/C(=O)C(=O)N(CCN(C)C)C2c2ccccc2)cc1Cl (centres undefined)	6%	-7%	-4%	-11%	-28%	-4%	5%	1%
c1ccc(Cc2nn3c(C4COc5ccccc5O4)nnc3s2)cc1 (centres undefined)	13%	2%	-3%	-5%	-6%	-5%	-8%	-11%
CC[C@H](C)[C@@H]1NC(=O)c2cc([N+](=O)[O-])cc(F)c2OCC[C@@H](C(N)=O)NC(=O)[C@H](CCCCN)NC1=O	3%	-11%	0%	-1%	-1%	-1%	7%	-2%
O=C(COC(=O)c1cccnc1Cl)Nc1cc(S(=O)(=O)N2CCCCC2)ccc1Cl	-1%	-5%	-1%	-2%	0%	3%	-5%	1%

Four compounds drawn at random from those above:
SMILES	GoLoco inh red	GAA inh	TexasRed fluor	RECQ1 helicase	aGlu spleen mod	GAA glycogen	L3MBTL1 block	TRb SRC2 PPI
COc1cc(/C=C2/C(=N)N3OC(C)=CC3=NC2=O)ccc1OC(=O)c1ccco1	-3%	?	0%	-2%	-6%	-10%	25%	3%
C/C(CCN1CCCc2nc(C)c(C)cc21)=N\O[C@@H](C)CN1CCCCc2nc(C)c(C)cc21	.	.	-4%[11.2 µM]	i[11.5 µM]	-3%[17.4 µM]	.	.	-1%[11.2 µM]
COC(=O)c1sccc1NC(=O)c1cc(-c2cccc(C)c2)nc2ccccc12	5%	1%	0%	12%	-3%	-6%	5%	0%
c1ccc(Cc2nn3c(C4COc5ccccc5O4)nnc3s2)cc1 (centres undefined)	13%	2%	-3%	-5%	-6%	-5%	-8%	-11%

Part of the list above, reduced to TRb SRC2 PPI and TexasRed fluor:
Structure | TRb SRC2 PPI | TexasRed fluor
CC(C)CC(=O)Nc1ccc2oc(-c3cccnc3)nc2c1 | -3% | 4%
C[C@@H]1CC=C[C@H]2[C@H]1C(=O)N(Cc1ccccc1)[C@H]2c1ccc(-c2ccc(F)cc2)cc1F | -4% | 0%
